Bioassay records deposited in PubChem BioAssay by National Center for Advancing Translational Sciences (NCATS).
ERG-DNA inh: qHTS for Small Molecule Inhibitors of the ERG Ets/DNA interaction | Transcriptional regulator ERG (Homo sapiens), P11308 | fluorescence polarization, His-ERG Ets domain / labelled DNA | Potency, µM (highest dose often 76.9 µM), for inactives: top-dose FP activity, negative = inhibition, actives largely listed as inhibitors | hit rate 0.028% among 370,000; active = well fitted inhibition curve with a large enough effect in the polarisation, with a control signal flat; inconclusive = small, poorly fitted or top-dose-only effect, or effect the other way, or a change in a side signal; inactive = no such curve, though single readings can be large or run the other way; the % refers to the polarisation;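 also: polarization taken with two DNA probes labelled with fluorescein and Texas red; potency is read from the fitted curve at half-maximal effect; % of control where 0% means no effect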
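His-tagged ERG Ets domain (1 uM in the protein solution; 300mM KCl, 50mM Tris-HCl, 1mM EDTA, 1mM DTT, pH 7.5) received compound, then a probe mix of 5 nM fluorescein-DNA and 100nM Texas-615-DNA. Fluorescence polarization was read for both dyes.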
ALOX12 inh: Primary qHTS assay for inhibitors of human arachidonate 12S-lipoxygenase (ALOX12): Round 2. Polyunsaturated fatty acid lipoxygenase ALOX12 (Homo sapiens), P18054. purified 12hLO, xylenol orange hydroperoxide absorbance. Potency, µM (series often up to 108 µM), inactives show at the highest dose activity change, negative = inhibition, most hits filed as inhibitors. hit rate 1.1% among 580,000; also: potency is read from the fitted curve at half-maximal effect; % is scaled to controls: 0 for no effect and ±100 for the full control effect
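Purified human 12hLO (150 nM final) in 25 mM Hepes, 0.01% Triton X-100, pH 7.0 was preincubated 15 min at room temperature with compound. Then 40 uM arachidonic acid was added, 30 min. Hydroperoxide was read by Fe-XO absorbance ratio 573/405 nm.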
LDHA inh: qHTS assay for inhibitors of human lactate dehydrogenase | L-lactate dehydrogenase A chain (Homo sapiens), P00338 | purified LDHA, NADH/diaphorase-resazurin fluorescence; active compounds read low | activity change, % (values are at about 110 or 230 µM) | hit rate 0.15% among 480,000; in the data active = activity change below about -30%; inconclusive = mostly about -25% to -30%;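 also: plate controls were DMSO wells for no effect and wells without enzyme for full effect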
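Remaining NADH was detected by diaphorase (0.133 mg/mL) converting 37 µM resazurin to fluorescent resorufin, read at 0 and 20 minutes. The preceding 5-minute room-temperature reaction used 2 nM LDHA, 0.2 mM sodium pyruvate and 0.06 mM NADH at pH 7.4.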
D2 agonist: HTS Assay for Allosteric Agonists of the Human D2 Dopamine Receptor: Primary Screen for Agonists | activation, % at 2 µM | hit rate 0.53% among 340,000 | HEK293 T-REx D2 cells, calcium flux agonist mode | AID 485358, 2010 | D(2) dopamine receptor (Homo sapiens), P14416;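 active = activation over 3 SD above normal in the single-dose calcium agonist read, cut at about 30% in these data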; also: 0% is about no effect
Target sequence (P14416 whole entry, looked up): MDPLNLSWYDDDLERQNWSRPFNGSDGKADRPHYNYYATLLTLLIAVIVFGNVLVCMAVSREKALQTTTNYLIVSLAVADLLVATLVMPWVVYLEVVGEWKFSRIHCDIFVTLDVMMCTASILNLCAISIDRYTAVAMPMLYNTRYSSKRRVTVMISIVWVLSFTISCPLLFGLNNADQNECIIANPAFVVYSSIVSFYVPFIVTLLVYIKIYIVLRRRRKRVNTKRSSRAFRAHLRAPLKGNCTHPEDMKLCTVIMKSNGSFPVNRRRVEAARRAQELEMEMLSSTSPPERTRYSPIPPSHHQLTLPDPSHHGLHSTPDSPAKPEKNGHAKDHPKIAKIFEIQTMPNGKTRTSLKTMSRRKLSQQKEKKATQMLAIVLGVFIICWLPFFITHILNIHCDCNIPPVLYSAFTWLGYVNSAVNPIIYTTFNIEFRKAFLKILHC
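Tetracycline-induced HEK293 T-REx cells with force-coupled D2 receptor, plated overnight at 30 C, loaded with no-wash calcium dye. After a 10 s baseline, compound was pin-added and calcium flux read kinetically for 180 s; calcium rises flagged agonists.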
D2 antagonist: HTS Assay for Allosteric Antagonists of the Human D2 Dopamine Receptor: Primary Screen for Antagonists; D(2) dopamine receptor (Homo sapiens), P14416; HEK293 TREx D2 cells, calcium flux, dopamine EC80; inhibition, % at 10 µM; hit rate 2% among 340,000; in the data active = inhibition above about 30%; also: 0% is about no effect
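Calcium mobilization kinetics were recorded at 1 s intervals in tetracycline-induced HEK293 T-REx D2 cells, first for 180 s after compound addition and then 180 s after EC80 dopamine.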
Vif-A3G inh: qHTS for Inhibitors of Vif-A3G Interactions: qHTS; hit rate 0.076% among 410,000; Potency, µM (titrated, usually from 46.1 µM), without a hit: top-dose activity, negative = active, actives largely listed as inhibitors; HeLa A3G-eYFP + Vif (tagged APOBEC3G with the HIV-1 protein that degrades it), YFP fluorescence, overnight; DNA dC->dU-editing enzyme APOBEC-3G (Homo sapiens), Q9HC16; AID 602310, 2012;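 also: potency is read from the fitted curve at half-maximal effect; % is scaled to controls: 0 for no effect and ±100 for the full control effect; nearly all actives have a fitted effect of over 60% in size; hits raise eYFP signal because A3G escapes Vif-driven loss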
Target sequence (Q9HC16 whole entry, looked up): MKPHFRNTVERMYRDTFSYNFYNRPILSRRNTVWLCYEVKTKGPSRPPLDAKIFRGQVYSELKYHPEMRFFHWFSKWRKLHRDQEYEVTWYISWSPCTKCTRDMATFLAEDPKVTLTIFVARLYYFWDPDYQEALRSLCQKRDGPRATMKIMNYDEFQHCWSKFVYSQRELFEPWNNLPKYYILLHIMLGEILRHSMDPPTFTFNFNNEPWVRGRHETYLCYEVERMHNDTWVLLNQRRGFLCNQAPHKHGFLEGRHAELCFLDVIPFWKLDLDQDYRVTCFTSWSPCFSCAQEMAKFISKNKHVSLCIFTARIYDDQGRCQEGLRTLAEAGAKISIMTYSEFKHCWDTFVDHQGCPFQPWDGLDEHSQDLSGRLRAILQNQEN
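HeLa cells stably expressing Vif and C-terminally eYFP-tagged A3G, seeded overnight at 37 deg C, then exposed to compound by pintool overnight at 37 deg C. Rise in yellow fluorescence (Ex 488/Em 500-530, Acumen) marks blocked Vif-driven A3G degradation.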
Vif-A3F inh: qHTS for Inhibitors of Vif-A3F Interactions: qHTS; HeLa A3F-eYFP + Vif (tagged APOBEC3F with the HIV-1 protein that degrades it), YFP fluorescence increase; Potency, µM (series often up to 46.1 µM), for inactives: top-dose activity, negative = active; hit rate 0.2% among 390,000; also: potency is read from the fitted curve at half-maximal effect; % of control where 0% means no effect; nearly all actives have a fitted effect of over 65% in size
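Fluorescence increase (Ex 488/Em 500-530) after overnight compound treatment at 37 deg C flags inhibition of Vif-driven A3F-eYFP loss in stable HeLa A3F-eYFP/Vif cells seeded overnight beforehand.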
GRP78 ERSR act: qHTS for Inducers of the Endoplasmic Reticulum Stress Response (ERSR) in Human Glioma: qHTS | U87-MG GRP78 promoter luciferase reporter, 16 h | Potency, µM, for inactives: top-dose activation, hits mostly activators | hit rate 0.02% among 420,000 | AID 602332, 2012; also: potency is read from the fitted curve at half-maximal effect; series mostly up to about 76 µM; % of control where 0% means no effect; nearly all actives have a fitted effect of over 35% in size
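Stably transfected U87-MG human glioma cells carrying a GRP78-based luminescent sensor were seeded at 1000 cells/well, pin-dosed with compounds and incubated 16 h. Luciferase reagent was then added, and end-point luminescence was read after 10 min at room temperature.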
RGS4 inhibitor: Inhibitors of Regulator of G Protein Signaling (RGS) 4: qHTS | hit rate 0.039% among 390,000 | Transcreener GDP fluorescence polarization, RGS4-accelerated GTP hydrolysis | Potency, µM (series often up to 114 µM), without a hit: at the highest dose activity change, negative = inhibition, most hits filed as inhibitors | Regulator of G-protein signaling 4 (Homo sapiens), P49798; also: potency is read from the fitted curve at half-maximal effect; % is scaled to controls: 0 for no effect and ±100 for the full control effect; nearly all actives have a fitted effect of over 75% in size; some results filed as inactive show a strong effect at the top dose
Target sequence (P49798 whole entry, looked up): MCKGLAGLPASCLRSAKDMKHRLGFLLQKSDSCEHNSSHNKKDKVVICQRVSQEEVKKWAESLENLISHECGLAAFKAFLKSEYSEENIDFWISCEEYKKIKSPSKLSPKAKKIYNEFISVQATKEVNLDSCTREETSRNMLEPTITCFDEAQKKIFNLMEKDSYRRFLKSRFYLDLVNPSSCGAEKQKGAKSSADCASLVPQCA
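MLSMR compounds (23 nl, pin-transferred) preincubated 10 min at room temperature with a 500nM (2x) first reagent, then RGS4 at 900nM (2x) plus Transcreener GDP mix added; fluorescence polarization (620/688 nm) read before and after 90 min at 30 °C.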
* marks the source's active call; other numbers are inactive results; i = inactive; u = inconclusive; x = not tested or not shown; & = joins results of further samples; [ ] = dose if it differs, or a comment. Unless noted, calls follow the shape of the dose curve; as a rule, active = well fitted curve in the direction sought with a large enough effect; inconclusive = small, poorly fitted or top-dose-only effect, or another doubt; inactive = no such curve, though single readings can be large; an effect the other way counts as inactive or inconclusive.

SMILES	ERG-DNA inh	ALOX12 inh	LDHA inh	D2 agonist	D2 antagonist	Vif-A3G inh	Vif-A3F inh	GRP78 ERSR act	RGS4 inhibitor
CCN1CCN(C(c2cccs2)C(C)NC(=O)c2ccccc2F)CC1 (stereo not given)	-1%	10%	-5	-0.1	-5	1%	-5%	-5%	24%
CCOC(=O)c1cc(-c2ccc(OC)cc2)n(CCC(=O)Nc2cccc(C)c2C)c1C	6%	-26%	-4	x	x	2%	1%	-4%	-6%
C=CCOc1ccc(C(=O)Nc2ccc3c(c2)n(C)c(=O)n3C)cc1	-8%	-4%	-6	-1.9	-4	0%	11%	1%	10%
Cc1nonc1CN(C)C(=O)c1ccc(OC2CCN(C(=O)c3cccnc3)CC2)cc1	5%	-4%	-2	1.1	-32	1%	-10%	-3%	9%
COc1c(F)c(F)c(C(=O)O)c(Nc2cccc(C)c2)c1F	-5%	-9%	-1	x	x	1%	-3%	-6%	13%
CC1CCN(S(=O)(=O)c2ccc3c(c2)C(Cl)(Cl)C(=O)N3)CC1	x	40µM*	15	x	x	u	-25%	5%	x
COCCCNC(=O)c1cc2cc(Br)ccc2oc1=O	-21%	6%	-3	x	x	0%	2%	-3%	-28%
COc1cc(CNC(C)c2ccccc2)cc(Br)c1OCc1ccc(F)cc1 (stereo not given)	3%	u	0	2.2	9	u	-10%	-7%	15%
Cn1c(CNC(=O)CNC(=O)c2ccccc2F)cc(=O)n(C)c1=O	1%	5%	-1	-0.2	-5	0%	-1%	5%	24%[11.4 µM]
COc1cc(C=O)ccc1Oc1nnnn1-c1ccc(C(N)=O)cc1	-3%	20%	-2	2.2	8	0%	-6%	-3%	9%
CCOC(=O)c1cnc2c(ccc3ccccc32)c1Nc1cccc(OC)c1	-2%	u	-8	x	x	-12%	u	-3%	-4%
c1ccc2oc(-c3csc(N4CCOCC4)n3)cc2c1	-7%	-19%	-2	0.4	-7	-11%	6%	-9%	-16%
COc1ccc(CNC2CCCCC2C)c(OC)c1 (stereo not given)	-3%	u	-10	2.9	28	0%	7%	-4%	-6%
COc1ccc(CCNC(=O)COc2cccc3c2OC(C)(C)C3)cc1OC	4%	-12%	-2	-0.1	-8	-1%	8%	-2%	-3%
O=C1OC(c2ccc(F)cc2)=N/C1=C\c1ccc(Br)o1	5%	5%	-3	0.0	-9	-3%	5%	-3%	-18%
CCCCC(=O)N1CC(=O)Nc2ccc(F)cc2C1c1ccccc1 (stereo not given)	4%	13%	-8	-1.9	13	-7%	1%	-5%	-5%[56.9 µM]
O=S(=O)(c1ccc(Br)cc1)c1nnn2c1nc(NC1CCCCCC1)c1sccc12	-13%	-7%	-7	x	x	-1%	-5%	-5%	25%
COc1ccc(NC(=O)C2CCCN(C(=O)Nc3ccc(F)cc3)C2)cc1OC (stereo not given)	2%	0%	-4	0.2	-2	-5%	-12%	-2%	23%
COCCN(C(=S)Nc1cccc(OC)c1)C(C)c1cccs1 (stereo not given)	-5%	-10%	-2	0.7	-7	-5%	-6%	-1%	6%
CN(Cc1ccccc1)C(=O)C1CCN(S(=O)(=O)c2ccc3nc4c(c(C(=O)O)c3c2)CCCC4)CC1	-6%&1%	-30%&-25%	6&12	-0.2&0.0	0	-1%&-3%	0%&2%	-6%&-3%	0%&18%
C/C(=N/O)c1ccc2c(c1)OCCOCCOc1cc(/C(C)=N/O)ccc1OCCOCCO2	0%	-9%	-6	-2.0	-13	-9%	2%	-5%	-16%
COc1ccc(OC)c(C2=CC(=O)C[C@H](c3ccc4c(c3)OCO4)C2)c1	-17%	1%	-3	0.4	12	-9%	0%	0%	-1%
COc1ccc(/C=N\NC(=O)CNC(=O)C2COc3ccccc3O2)cc1[N+](=O)[O-] (stereo not given)	-5%	-5%	-3	-0.1	5	-4%	6%	-3%	-10%
Cc1ccc(C)c(NC(=S)N2CCC(NC(=O)c3ccco3)CC2)c1	-1%	0%	-8	0.9	-8	3%	-4%	-3%	8%
CCOC(=O)N1CCC2(CC1)CC(=O)c1cc(O)ccc1O2	-1%	-4%	1	-0.7	-20	7%	1%	-7%	-7%
CC(C)CCn1c(=O)c2ccccc2n2c(CCC(=O)NC3CCN(Cc4ccccc4)CC3)nnc12	4%	6%	0	1.1	-11	-7%	1%	0%	-2%
C=CCn1c(SCC(=O)N2CCN(C(=O)c3ccco3)CC2)nc2sc(CC)cc2c1=O	-2%	0%	-7	-0.8	10	1%	-5%	-3%	4%
O=C(Nc1cccc(Cl)c1)c1cnc[nH]1	12%&-1%	19%&-19%	0&-2	1.5&-0.1	2	-7%&-5%	-12%&-7%	1%&-1%	u
Cc1nc2c(cnn2CCO)c(=O)[nH]1	-10%	-19%	-4	x	x	1%	0%	-2%	5%
CCOc1ccc(N(Cc2ccccc2F)C2=NC3CS(=O)(=O)CC3S2)cc1 (stereo not given)	-3%	20%	-3	3.1	10	3%	-5%	-8%	-9%
COC(=O)Cc1ccc(NC(=O)c2ccc3c(c2)C(=O)N(Cc2ccco2)C3=O)cc1	3%	63%[activator]	-3	2.7	11	-2%	4%	-5%	-2%
CC1=CCC2COC(c3ccc[n+](Cc4ccccc4)c3)C1C2 (stereo not given)	-2%	-19%	12	-1.4	-13	-1%	-4%	-3%	5%
Cc1cc(=O)oc(C)c1C(=O)OCC(=O)c1ccc2ccccc2c1	-6%	0%	-3	0.5	-21	-1%	x	-6%	-19%
Cc1c(CC(=O)O)c(=O)oc2cc3oc4c(c3cc12)CCCC4	9%	4%	-3	-0.1	1	0%	-8%	-2%	-14%
COc1ccc2c(=O)cc(C(F)(F)C(F)(F)F)oc2c1	x	24%	-3	0.2	-11	0%	-4%	-3%	-1%
CC1(c2nnc(-c3ccncc3)o2)CC(c2c(Cl)cccc2Cl)=NO1 (stereo not given)	-2%	i	0	-1.0	10	-2%	-2%	-4%	5%
Cc1ccc(NC(=O)COC(=O)Cn2nc(-c3ccc(F)cc3)oc2=O)cc1C	2%	0%	-5	x	x	0%	9%	-1%	-2%
CNC(=O)c1cc(NC(=O)CCn2nc(-c3ccc(C)cc3)c3ccccc3c2=O)ccc1OC	17%	4%&21%	0&9	-3.6	7	-3%	12%	2%	-18%
C1=C[C@H]2CC[C@@H]1N(c1ccccc1)O2	-4%	-8%	-3	x	x	-1%	-4%	-2%	-3%
COc1ccccc1N1CCN(C(=O)c2cccc(N3C(=O)C4C5C=CC(C5)C4C3=O)c2)CC1 (stereo not given)	2%	11%	0	0.7	-6	1%	2%	-3%	-23%
CC(C)C[C@@H](NC(=O)C1CCC(CNC(=O)[C@@H]2CCCN2C(=O)OC(C)(C)C)CC1)C(=O)O (stereo not given in full)	0%	i	-2	0.8	6	1%	-1%	-2%	-5%[56.9 µM]
CC1CCN(c2nc3nonc3nc2Nc2ccc(F)cc2)CC1	-6%	1%&-6%	14&-7	0.8	13	0%	-19%	-10%	4%
CCN1C(=NCCOC)N[C@@H](c2cccs2)C(C(=O)OC)=C1C	1%	u	-10	-0.2	-3	-2%	-5%	-4%	-18%
COc1ccc(N2CCN(C(=O)CCc3c(C)nc4cc(-c5ccc(Cl)cc5)nn4c3C)CC2)cc1	6%	-24%	2	0.5	x	1%	7%	-9%	-12%
COc1cc(/C=N/Nc2nc(Nc3ccccc3)nc(-n3nc(C)cc3C)n2)cc(OC)c1OC	7%	-17%	4	0.7	-13	-15%	18%	-3%	-14%
Cc1ccc(Nc2nc(-c3sc(N)nc3C)cs2)cc1	25%	u	6	0.9	-17	-19%	-13%	6%	-50%
CC1CCC(NC(=O)CN(C)S(=O)(=O)c2cccc3cccnc23)CC1 (stereo not given)	11%	-7%	-2	-0.4	-5	1%	0%	-2%	1%
O=C(Cc1ccc(F)cc1)N(c1ccccc1)C1C=CS(=O)(=O)C1 (stereo not given)	x	26%	-6	0.0	-12	0%	-5%	-3%	-9%
O=C(NC(Cc1c[nH]c2ccccc12)C(=O)N/N=C/c1ccc(Cl)cc1)c1cccs1 (stereo not given)	-5%	-25%	-6	0.3	-12	-1%	7%	0%	u
CC1(c2cccc(N)c2)OCCO1	x	-18%	-9	x	x	0%	-3%	-4%	x
COc1ccc(N(C=O)C(=S)SC)cc1	-5%	71%[activator]	1	-0.7	-13	-3%	0%	1%	-27%

An excerpt; count on the stated rates, not on these rows.
